Screens (PubChem BioAssay)
EBV gp42 inh: inhibitors of Epstein-Barr virus glycoprotein 42; Q1HVG2; Fluorescence polarization binding assay, mP read-out; inhibition, % (tested at 21.74 µM); hit rate 0.42% among 220,000; AID 1085; in the data active means inhibition above about 50%
Target sequence (Q1HVG2 whole entry, looked up): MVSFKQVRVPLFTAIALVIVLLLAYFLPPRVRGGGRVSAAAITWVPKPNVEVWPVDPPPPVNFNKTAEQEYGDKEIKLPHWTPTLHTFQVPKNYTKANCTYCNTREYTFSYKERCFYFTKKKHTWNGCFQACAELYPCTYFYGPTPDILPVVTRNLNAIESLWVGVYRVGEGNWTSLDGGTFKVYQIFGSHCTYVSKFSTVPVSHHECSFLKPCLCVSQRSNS
CHOP inh: inhibitors of CHOP induction in ER stress response. CHO-K1 CHOP-promoter luciferase, tunicamycin-induced, 15-18 h. inhibition, % at 10 µM. hit rate 3.8% among 220,000;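 active means compounds that reduced the stress-induced luciferase reporter signal by more than about 70% of percent inhibition, limit read from the data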;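 further: 0% = tunicamycin plus vehicle and 100% = wells without tunicamycin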
TRPML3 agonist: activates the human TRPML3 channel | HEK293 TRPML3-YFP, Fluo-8 calcium fluorescence; 100% = the carbachol control signal | activation, % at 3 µM | hit rate 0.29% among 220,000 | Q8TDD5 | AID 1448;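 active means activation above its plate's cutoff, the mean activation of the plate's test wells plus 3 SD, cut at about 12% in these data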;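 further: 0% = DMSO only wells and 100% = carbachol wells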
Target sequence (Q8TDD5 whole entry, looked up): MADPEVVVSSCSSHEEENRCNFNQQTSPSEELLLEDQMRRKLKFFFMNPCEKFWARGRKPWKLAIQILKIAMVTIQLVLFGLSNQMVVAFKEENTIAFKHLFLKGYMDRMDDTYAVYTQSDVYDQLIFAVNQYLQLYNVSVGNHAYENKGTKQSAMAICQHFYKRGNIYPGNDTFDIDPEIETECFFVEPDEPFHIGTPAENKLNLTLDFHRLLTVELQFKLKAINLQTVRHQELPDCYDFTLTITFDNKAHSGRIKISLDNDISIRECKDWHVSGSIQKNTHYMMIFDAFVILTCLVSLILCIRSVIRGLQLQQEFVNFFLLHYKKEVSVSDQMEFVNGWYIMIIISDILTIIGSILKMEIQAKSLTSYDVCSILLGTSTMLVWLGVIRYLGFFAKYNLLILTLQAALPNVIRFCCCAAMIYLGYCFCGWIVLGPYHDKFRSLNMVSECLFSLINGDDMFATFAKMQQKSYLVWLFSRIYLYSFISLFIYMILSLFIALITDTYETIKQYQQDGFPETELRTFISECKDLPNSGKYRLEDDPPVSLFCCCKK
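Test system: HEK293 cells stably carrying human TRPML3-YFP; Doses: single dose, 3 µM final nominal compound, 0.3% DMSO final; Schedule: dye loading 1 h 37 °C then 30 min ambient, 125 s read; Technique: Fluo-8 calcium fluorescence; Benchmarks: high control carbachol 87 µM, low control DMSO.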
zfTRPN1 agonist: activates the zebrafish TRPN1 channel; AID 1424; hit rate 0.18% among 220,000; HEK293 zebrafish TRPN1-YFP, Fluo-8 calcium fluorescence; 100% = response to 87 µM carbachol; activation, % at 3 µM;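 active means activation above its plate's cutoff, the mean activation of test wells on that plate plus 3 SD, cut at about 19% in these data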;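 further: 0% = DMSO alone and 100% = 87 µM carbachol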
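Assay system: Zebrafish TRPN1-YFP in HEK293 cells | Incubation: Dye loading 1 h at 37 °C, then 30 min room temperature | Measured by: Kinetic Fluo-8 fluorescence, ex 470-495, em 515-575 nm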
NCF1 inh: blocks human p47phox regulatory protein of NADPH oxidases | P14598 | p47phox/p22phox peptide binding, fluorescence polarization, 2 h | inhibition, % at 24.7 µM | hit rate 0.53% among 220,000;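 active means inhibition above about 30%, limit read from the data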;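 further: 0% = p47phox with labelled peptide and 100% = labelled peptide alone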
PPC-1+TRAIL kill: compounds killing PPC-1 cancer cells with TRAIL present (potentiator screen, no TRAIL-free arm); hit rate 0.41% among 220,000; PPC-1 cells + TRAIL, ATPLite viability luminescence; cell killing (% activity), % at 4 µM;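 active means cell killing above 50% in the first pass at 4 µM, then a duplicate retest at 5 µM averaging 50% or more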;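 further: plate controls were cells with TRAIL plus DMSO for no effect and medium-only wells lacking cells for full effect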
TNF necrop inh: blocks TNF-alpha induced death of Jurkat FADD-/- cells; hit rate 0.068% among 220,000; Jurkat FADD-/- TNF necroptosis rescue, ATP luminescence, 24 h; 0 = TNF only, 100 = no-TNF cells; AID 463075; activation (protection from cell death), % at 10 µM;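 active means activation, meaning protection from cell death, of at least 50% relative to plate controls; inactive means activation below 50%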;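 further: necroptosis triggered by 40 ng/mL TNF-alpha added together with compound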
Mdm2 ligase inh: inhibitors of human Mdm2 E3 ubiquitin ligase; Q00987; cell-based MDM2 ubiquitination luciferase reporter, 2 h; 0 = plate control, 100 = twice control, blank-subtracted; signal enhancement, % at 5 µM; hit rate 0.11% among 210,000; AID 1230;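 active means signal enhancement of 30% or more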;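 further: luminescence tracks abundance of the self-degrading MDM2-luciferase fusion protein; higher signal means inhibition of MDM2 E3 ligase activity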
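Material: Stable MDM2–luciferase fusion reporter cells | Amount: 2000 cells seeded into each well | Dosing: One concentration, 5 µM, with 0.2% DMSO | Incubation: 4 h cell settling then 2 h compound exposure, 37 °C | Measured by: Luciferase luminescence | Read-out basis: % enhancement relative to plate controls after blank subtraction | Benchmarks: Control and blank well means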
Runt-SMMHC FRET: blocks binding of human RUNX1 Runt domain to CBFb-SMMHC; Cerulean-Runt/Venus-CBFb-SMMHC FRET ratio 530/480, 1 h; inhibition, % at 20 µM; hit rate 0.74% among 220,000; AID 1434;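 active means mean inhibition across duplicate retests at 20 µM reaching about 50%, limit read from the data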;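 further: 0% = DMSO wells and 100% = wells with excess untagged CBFb-SMMHC; inhibitors lower the FRET ratio by blocking Runt binding to CBFb-SMMHC; some results filed as inactive read as strong as hits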
* = called active by the depositor; [ ] = remark or other dose. Outcome played no part in choosing rows; any-hit rate near 5.9%.

For FC(F)(F)c1ccc(CSc2ccccn2)cc1 the results were EBV gp42 inh -1.4, CHOP inh -16.2, TRPML3 agonist 0.2, zfTRPN1 agonist 1.2, NCF1 inh -9.4, PPC-1+TRAIL kill 26.1, TNF necrop inh 0.7, Mdm2 ligase inh -0.8 and Runt-SMMHC FRET 1.0.
Screening NS(=O)(=O)c1ccc(CCNC(=O)c2ccc(Cl)cc2[N+](=O)[O-])cc1 returned EBV gp42 inh 11.7, CHOP inh 5.6, TRPML3 agonist 0.8, zfTRPN1 agonist 0.7, NCF1 inh 3.9, PPC-1+TRAIL kill 29.1, TNF necrop inh -0.6, Mdm2 ligase inh -2.6 and Runt-SMMHC FRET -4.9.
For CCNC(=S)N(CCc1c(C)[nH]c2ccc(C)cc12)Cc1ccco1 the results were EBV gp42 inh 1.3, CHOP inh -13.6, TRPML3 agonist -0.6, zfTRPN1 agonist -3.0, NCF1 inh -27.9, PPC-1+TRAIL kill 4.5, TNF necrop inh 0.1 and Runt-SMMHC FRET -0.5.
Screening N#CCc1nc(CSc2nc3ccccc3s2)cs1 returned EBV gp42 inh -2.9, CHOP inh 31.2, TRPML3 agonist 0.1, zfTRPN1 agonist -0.2, NCF1 inh -14.5, PPC-1+TRAIL kill -14.7[5 µM], TNF necrop inh -1.0, Mdm2 ligase inh 1.1 and Runt-SMMHC FRET -1.0.
CC12CC(NC(=O)N1c1cccc(C(=O)NCc3ccccc3)c1)c1ccccc1O2 (configuration not stated) was read as EBV gp42 inh -19.1, CHOP inh 26.1, TRPML3 agonist 0.1, zfTRPN1 agonist 1.4, NCF1 inh -4.0, PPC-1+TRAIL kill 20.5, TNF necrop inh -5.7, Mdm2 ligase inh 2.1 and Runt-SMMHC FRET -0.9.
`Cc1ccc(S(=O)(=O)CCN2CCN(c3ccccn3)CC2)cc1` gave EBV gp42 inh -12.2, CHOP inh 10.2, TRPML3 agonist 0.4, zfTRPN1 agonist -0.2, NCF1 inh -6.2, PPC-1+TRAIL kill 2.1, TNF necrop inh -0.1, Mdm2 ligase inh -12.9 and Runt-SMMHC FRET 0.6.
For COC(=O)C1CSc2[nH]c(=O)sc2C1c1ccccc1 (configuration not stated) the results were EBV gp42 inh -1.0, CHOP inh 52.3, TRPML3 agonist 1.4, zfTRPN1 agonist 1.3, NCF1 inh -18.6, PPC-1+TRAIL kill 7.6, TNF necrop inh -1.5, Mdm2 ligase inh -6.5 and Runt-SMMHC FRET 1.6.
For O=C(NCCc1c[nH]c2ccccc12)C(=O)NCC1OCCCN1S(=O)(=O)c1cccs1 (configuration not stated) the results were EBV gp42 inh -8.5, CHOP inh 8.2, TRPML3 agonist -0.2, zfTRPN1 agonist 2.9, NCF1 inh -4.8, PPC-1+TRAIL kill -6.5, TNF necrop inh 1.3, Mdm2 ligase inh -13.3 and Runt-SMMHC FRET 2.5.
CCOC(=O)c1c(NC(C)=O)sc2c(O)c(Br)ccc12 was read as EBV gp42 inh -11.6, CHOP inh 37.6, TRPML3 agonist 0.9, zfTRPN1 agonist -0.6, NCF1 inh -6.2, PPC-1+TRAIL kill -9.1, TNF necrop inh -0.2, Mdm2 ligase inh -11.7 and Runt-SMMHC FRET 18.8.
`COc1ccc(OC)c(NC(=O)Cn2c(CCC(=O)O)ccc2-c2ccccc2)c1` gave EBV gp42 inh -1.2, CHOP inh -9.6, TRPML3 agonist -0.2, zfTRPN1 agonist -0.7, NCF1 inh -7.4, PPC-1+TRAIL kill 19.2, TNF necrop inh 1.3, Mdm2 ligase inh -0.6 and Runt-SMMHC FRET 3.3.
`COc1ccc(C=O)cc1Oc1nc(Cl)ncc1F` gave EBV gp42 inh -12.5, CHOP inh 5.3, TRPML3 agonist 0.6, zfTRPN1 agonist -0.2, NCF1 inh -4.8, PPC-1+TRAIL kill -2.4, TNF necrop inh -1.2, Mdm2 ligase inh 9.1 and Runt-SMMHC FRET -2.9.
For CCCCN1CC2=C(C1=O)C(c1ccc(O)cc1)NC(=O)N2C (configuration not stated) the results were EBV gp42 inh -17.2, CHOP inh -7.5, TRPML3 agonist -1.3, zfTRPN1 agonist -0.6, NCF1 inh -12.2, PPC-1+TRAIL kill 23.7, TNF necrop inh 0.9, Mdm2 ligase inh -6.4 and Runt-SMMHC FRET -1.4.
For O=C(CCNC(=O)c1ccco1)Nc1ccc(Cl)cc1 the results were EBV gp42 inh -10.2, CHOP inh -7.2, TRPML3 agonist 0.5, zfTRPN1 agonist 2.1, NCF1 inh -4.0, PPC-1+TRAIL kill 22.1, TNF necrop inh -0.5, Mdm2 ligase inh -6.8 and Runt-SMMHC FRET 3.8.
Screening Cc1ccccc1S(=O)(=O)Cc1ccc(C(=O)NCCN2CCCCC2C)o1 (configuration not stated) returned EBV gp42 inh -8.7, CHOP inh 12.7, TRPML3 agonist 1.3, zfTRPN1 agonist 1.5, NCF1 inh -11.3, PPC-1+TRAIL kill -14.8, TNF necrop inh 2.3, Mdm2 ligase inh -12.4 and Runt-SMMHC FRET -1.1.
Cc1cccn2c(=O)c3cc(S(=O)(=O)c4ccc(F)cc4)c(=N)n(Cc4ccco4)c3nc12 was read as EBV gp42 inh 12.1, CHOP inh 1.6, TRPML3 agonist -0.5, zfTRPN1 agonist 1.0, NCF1 inh -18.8, PPC-1+TRAIL kill -3.0, TNF necrop inh -5.1, Mdm2 ligase inh -75.1 and Runt-SMMHC FRET 81.2*.
CCOC(=O)CNC(=O)N1CCCC(C(=O)c2cccc(Cl)c2)C1 (configuration not stated) was read as EBV gp42 inh 7.3, CHOP inh -12.1, TRPML3 agonist 0.0, zfTRPN1 agonist 0.7, NCF1 inh 0.8, TNF necrop inh 0.5 and Mdm2 ligase inh -10.6.
For O=C(O)c1ccc(N2C(=O)CC(SC(=NCc3ccc4c(c3)OCO4)Nc3ccccc3)C2=O)cc1 (configuration not stated) the results were EBV gp42 inh -7.0, CHOP inh -21.5, TRPML3 agonist 0.2, zfTRPN1 agonist 0.5, NCF1 inh -11.1, PPC-1+TRAIL kill -0.8, TNF necrop inh 3.9, Mdm2 ligase inh -7.1 and Runt-SMMHC FRET -3.9.
CCOc1ccc(C2NC(=O)c3n[nH]c(C)c32)cc1 (configuration not stated) was read as EBV gp42 inh -10.8, CHOP inh 20.9, TRPML3 agonist 0.2, zfTRPN1 agonist 0.7, NCF1 inh -1.6, PPC-1+TRAIL kill -6.0, TNF necrop inh -0.6, Mdm2 ligase inh -7.1 and Runt-SMMHC FRET 1.1.
For CC1(C)CC(=O)C2=C(C1)N(CC1CCCO1)C(=O)C2(O)C(F)(F)F (configuration not stated) the results were EBV gp42 inh -13.1, CHOP inh 2.1, TRPML3 agonist -0.2, zfTRPN1 agonist -0.1, NCF1 inh 2.2, PPC-1+TRAIL kill 3.5, TNF necrop inh -0.7, Mdm2 ligase inh 7.5 and Runt-SMMHC FRET 1.7.
Screening O=C(Nc1ccc(F)cc1)NC1(C(=O)NCc2ccco2)CCCCC1 returned EBV gp42 inh -5.5, CHOP inh -4.1, TRPML3 agonist -0.3, zfTRPN1 agonist 1.7, NCF1 inh 0.4, PPC-1+TRAIL kill 21.9, TNF necrop inh 0.1, Mdm2 ligase inh -1.5 and Runt-SMMHC FRET 0.8.
C#CCOC(=O)c1ccc(-n2cncn2)nc1 was read as EBV gp42 inh 7.4, CHOP inh 20.2, TRPML3 agonist 0.9, zfTRPN1 agonist 0.6, NCF1 inh -3.0, PPC-1+TRAIL kill 16.2, TNF necrop inh 1.7, Mdm2 ligase inh -2.5 and Runt-SMMHC FRET -4.8.
Screening Cc1ccc(C)c(/C=N/NC(=S)NCCc2ccccc2)c1 returned EBV gp42 inh -6.6, CHOP inh 60.9, TRPML3 agonist -0.1, zfTRPN1 agonist 0.3, NCF1 inh 3.4, PPC-1+TRAIL kill -11.5, TNF necrop inh -0.3, Mdm2 ligase inh -11.4 and Runt-SMMHC FRET 3.9.
`O=C(CN1CCN(c2ccccc2O)CC1)NC(c1ccccc1)c1ccccc1` gave EBV gp42 inh -2.7, CHOP inh 17.1, TRPML3 agonist 0.3, zfTRPN1 agonist 0.7, NCF1 inh -7.5, PPC-1+TRAIL kill 22.8, TNF necrop inh 0.0, Mdm2 ligase inh -16.4 and Runt-SMMHC FRET -3.8.
Screening CCOC(=O)Cc1csc(NC(=O)Nc2ccc(F)cc2)n1 returned EBV gp42 inh -14.4, CHOP inh 10.5, TRPML3 agonist 4.0, zfTRPN1 agonist 9.9, NCF1 inh 2.8, PPC-1+TRAIL kill 13.2, TNF necrop inh 0.5, Mdm2 ligase inh -9.4 and Runt-SMMHC FRET 1.7.
O=C(CCc1ccccc1)NC(=S)NCc1ccco1 was read as EBV gp42 inh 8.2, CHOP inh 1.5, TRPML3 agonist -0.8, zfTRPN1 agonist -3.5, NCF1 inh -9.0, PPC-1+TRAIL kill 11.6, TNF necrop inh 1.3 and Runt-SMMHC FRET 3.0.
For O=C(/C=C/c1ccco1)NCc1ccco1 the results were EBV gp42 inh -8.1, CHOP inh 11.8, TRPML3 agonist 0.9, zfTRPN1 agonist 0.8, NCF1 inh -15.3, PPC-1+TRAIL kill 17.3, TNF necrop inh -2.0, Mdm2 ligase inh -9.9 and Runt-SMMHC FRET -2.3.
Cc1cc(N2CCN(C)CC2)nc2ccc(NC(=S)N3CCN(c4ccc(Cl)cc4)CC3)cc12 was read as EBV gp42 inh -7.0, CHOP inh -22.1, TRPML3 agonist 0.0, zfTRPN1 agonist -0.1, NCF1 inh -8.6, PPC-1+TRAIL kill 15.0, TNF necrop inh 5.8, Mdm2 ligase inh 13.1 and Runt-SMMHC FRET 8.0.
Screening O=S(=O)(c1ccccc1C(F)(F)F)N1CCOCC1 returned EBV gp42 inh -15.9, CHOP inh 18.7, TRPML3 agonist -0.2, zfTRPN1 agonist 0.3, NCF1 inh -12.5, PPC-1+TRAIL kill 14.6, TNF necrop inh -0.5, Mdm2 ligase inh -15.5 and Runt-SMMHC FRET -7.0.
Screening Cn1c(=O)oc2cc(S(=O)(=O)NCCN3CCCCCC3)ccc21 returned EBV gp42 inh -13.5, CHOP inh -11.4, TRPML3 agonist 0.9, zfTRPN1 agonist 2.4, NCF1 inh -6.7, PPC-1+TRAIL kill -0.1, TNF necrop inh -0.2, Mdm2 ligase inh -13.1 and Runt-SMMHC FRET -0.8.
COc1ccc(CCNC(=O)CSc2nc3[nH]ncc3c(=O)n2-c2ccccc2OC)cc1OC was read as EBV gp42 inh -4.6, CHOP inh -26.2, TRPML3 agonist 0.3, zfTRPN1 agonist 0.0, NCF1 inh 7.2, PPC-1+TRAIL kill 10.0, TNF necrop inh 5.9, Mdm2 ligase inh -4.5 and Runt-SMMHC FRET -2.9.
